Compound activity as filed in PubChem BioAssay.
ABHD5-PLIN5 inh – blocks binding of human ABHD5 to perilipin-5 | 0.78% of 360,000 active | inhibition, % at 4 µM | Q00G26+Q8WTS1 | AID 602281 | Split G. princeps luciferase complementation, luminescence, 4 h;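 active = inhibition above the mean inhibition across every tested compound plus 3 SD, cut at about 22% in these data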;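 note: 0% = DMSO only wells and the 100% control is not disclosed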
N-glyco inh – N-linked glycosylation inhibition | D54 ERlucT glycosylation luciferase reporter, 24 h; percent of 100 nM tunicamycin response | reporter increase, % at 12.5 µM | 0.23% of 360,000 active;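 active = mean luciferase reporter signal, scaled so untreated is 0 and the glycosylation-blocking control 100, at or above a set limit in every replicate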;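 note: luciferase carries N-glycosylation sites so blocking glycosylation raises the light; 0% = median of neutral control wells and 100% = median of 100 nM tunicamycin wells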
HTR2A ag – activates the mouse 5-HT2A serotonin receptor. CHO-K1 mHTR2A beta-arrestin complementation, luminescence; percent of 30 µM serotonin response. activation, % at 7.6 µM. 0.66% of 360,000 active;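 active = activation above a run cutoff, the mean activation of all tested compounds plus 3 SD, cut at about 14% in these data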;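 note: 0% = plate median of compound wells and 100% = 30 µM serotonin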
Target sequence (P35363 whole entry, looked up): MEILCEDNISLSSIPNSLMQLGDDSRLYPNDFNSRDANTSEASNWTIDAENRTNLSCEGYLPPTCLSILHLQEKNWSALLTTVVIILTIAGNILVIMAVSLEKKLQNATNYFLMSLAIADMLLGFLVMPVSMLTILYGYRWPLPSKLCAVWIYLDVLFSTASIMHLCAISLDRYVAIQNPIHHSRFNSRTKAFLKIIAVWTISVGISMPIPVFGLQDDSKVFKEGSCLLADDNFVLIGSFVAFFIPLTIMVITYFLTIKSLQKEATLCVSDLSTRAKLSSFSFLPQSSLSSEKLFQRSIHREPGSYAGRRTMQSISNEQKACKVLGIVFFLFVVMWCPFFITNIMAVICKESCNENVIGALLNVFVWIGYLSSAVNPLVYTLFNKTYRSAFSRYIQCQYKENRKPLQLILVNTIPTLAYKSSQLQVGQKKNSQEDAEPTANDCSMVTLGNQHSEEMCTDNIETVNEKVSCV
MC4R barr agon – human MC4R agonism via beta-arrestin; 0.98% of 360,000 active; AID 540308; activation, % at 8.9 µM; U2OS MC4R beta-arrestin complementation, luminescence; percent of melanotan II response, DMSO zero;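 active = activation above a per-plate cutoff, the mean activation of sample wells on that plate plus 3 SD, cut at about 8% in these data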
Target sequence (P32245 whole entry, looked up): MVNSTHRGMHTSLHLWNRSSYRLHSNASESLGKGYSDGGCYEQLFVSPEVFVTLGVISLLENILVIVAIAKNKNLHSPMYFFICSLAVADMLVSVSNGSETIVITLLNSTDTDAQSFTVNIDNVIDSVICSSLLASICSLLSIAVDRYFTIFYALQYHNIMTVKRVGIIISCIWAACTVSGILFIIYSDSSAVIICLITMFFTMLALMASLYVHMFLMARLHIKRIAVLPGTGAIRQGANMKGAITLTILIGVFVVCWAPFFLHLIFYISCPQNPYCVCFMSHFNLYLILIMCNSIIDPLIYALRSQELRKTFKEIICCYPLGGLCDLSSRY
TLR9-MyD88 inh – TLR9-MyD88 interaction inhibition. CHO BLA complementation TLR9-MyD88, CCF4 FRET ratio. AID 504734. inhibition, % at 4.98 µM. 0.21% of 340,000 active;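 active = inhibition above the mean over all tested compounds plus 3 SD, cut at about 21% in these data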;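 note: 0% = DMSO only wells and 100% = clavulanate BLA inhibitor control wells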
Cardio protect – myocardial damage modulation in H9c2 cells; H9c2 cardiomyocytes, H2O2 injury protection, ATPLite, 2 h; protection from H2O2 cell death, % at 20 µM; 0.63% of 360,000 active; AID 588492;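 active = compounds giving at least 50% protection of heart cells from peroxide-induced death in the single-dose screen, raw or plate-pattern-corrected value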;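 note: 0% = DMSO wells with peroxide and 100% = DMSO wells without peroxide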
NCOA2 inhibitor – inhibits human steroid receptor coactivator 2. Q15596. HEK293 GAL4-SRC2 luciferase reporter, luminescence. inhibition, % at 9 µM. 0.17% of 370,000 active. AID 651957;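 active = inhibition above the mean inhibition of all tested compounds plus 3 SD, set per campaign, cut at about 52% in these data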;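 note: 0% = DMSO treated cells and 100% = cells given Gossypol at 36 µM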
NOD2 RIPK2 PPI – NOD2-RIPK2 protein interaction inhibition; O43353; CHO BLA complementation NOD2-RIPK2, CCF4 ratio; inhibition, % at 4.98 µM; 0.38% of 360,000 active; in the data active = inhibition above about 21%;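 note: 0% = vehicle only and 100% = reference blocker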
MC4R antagonist – antagonists of human melanocortin 4 receptor (MC4R); MC4R-expressing cells, MTII-stimulated cAMP, LANCE TR-FRET; inhibition, % at 6.5 µM; 0.48% of 360,000 active; AID 540295;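 active = inhibition above its plate's cutoff, the mean of tested wells on that plate plus 3 SD, cut at about 29% in these data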;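 note: 0% = Melanotan II alone and 100% = Melanotan II plus saturating MCL0020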
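Assay system: U2OS-MC4R stable cell line; Also added: Melanotan II; Technique: Eu-cAMP/anti-cAMP TR-FRET, emission 671 nm; Times: 30-min compound, 1-h challenge, 1-h detection, room temperature.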
ABCB6 inh MLPCN – human ABCB6 transporter inhibition | Q9NP58 | AID 602162 | 0.19% of 360,000 active | fluorescence ratio to DMSO, % at 10 µM | K562-ABCB6 porphyrin accumulation, flow cytometry, 1 h; stronger effect = lower value;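 active = fluorescence ratio to DMSO below 75%, the collection mean minus 3 SD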;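 note: signal is porphyrin accumulated inside mitochondria; 100% equals median channel fluorescence of DMSO control wells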
Numbers without * were called inactive; x = no result given. The list is partial. The share of hits here may be higher or lower than overall.

No.	Molecule	ABHD5-PLIN5 inh	N-glyco inh	HTR2A ag	MC4R barr agon	TLR9-MyD88 inh	Cardio protect	NCOA2 inhibitor	NOD2 RIPK2 PPI	MC4R antagonist	ABCB6 inh MLPCN
1	CCN(CC)S(=O)(=O)c1cc(C(=O)Oc2cccc(-c3cnc4ccccc4n3)c2)ccc1OC	0	-7	0	-2.3	-1	-1	-12	-11	16	97
2	Cc1ccc(S(=O)(=O)N2C[C@H]3C(=O)C[C@@H]4C(=O)N(c5ccccc5)C(=O)[C@@H]4[C@@H]3C[C@H]2c2cccc(Cl)c2)cc1	0	3	7	x	x	19	14	-12	x	97
3	CC1(C)CC(=O)C2=C(C1)NC1=C(C(=O)c3ccccc31)C2c1ccccc1 (stereo not given)	10	-2	-5	-3.4	-5	6	21	7	-2	95
4	O=S1(=O)NC(=NC2CCCCCC2)c2ccccc21	4	1	4	-0.3	-8	0	-11	-11	-4	98
5	Cc1sc2ncnc(SCC(=O)N3CCOCC3)c2c1C	10	1	11	-0.6	-2	0	-12	-6	-3	97
6	CN(C)/C=N/NC(=O)c1ccc(Cl)cc1	-9	2	1	2.5	x	2	-10	0	6	99
7	CC1(C(=O)O)CCC(C(=O)Nc2ccc(OC(F)(F)Cl)cc2)C1(C)C (stereo not given)	-7	2	7	-1.0	2	-3	12	-7	1	96
8	COc1ccc(-c2[nH]ncc2/C=C(/C#N)C(=O)NC2CCCCC2)cc1	-4	-4	0	1.5	-6	-4	4	5	18	100
9	CCc1ccc(OCC(=O)Nc2ccc(N3CCN(C(=O)c4ccccc4)CC3)cc2)cc1	-1	-9	0	0.3	-6	-2	0	-10	10	98
10	O=C(Nc1ccc(Cc2ccncc2)cc1)c1ccc([N+](=O)[O-])o1	-8	34*	-5	-2.4	7	-16	16	21*	12	116
11	O=C(CSc1nnc(-c2ccncc2)n1Cc1ccccc1)NC1CCCc2ccccc21 (stereo not given)	1	0	-3	-0.7	7	2	-24	-20	4	98
12	COc1ccc2oc(=O)c(C(=O)Nc3ccccc3C)cc2c1	2	-7	1	-0.3	3	-11	-72	11	3	93
13	C=CCc1ccccc1OCCNCc1ccccc1	0	-1	-1	-2.2	-4	-10	14	-3	-9	93
14	CCN1CCN(c2nc(-c3ccccc3)nc3ccccc23)CC1	5	0	-2	-2.3	10	13	-31	2	1	101
15	COC(=O)c1ccc(=O)c2nc3/c(=C/O)c(O)cc(=O)c3[nH]c12	3	-4	-1	-1.6	0	-2	-6	-8	-2	98
16	Cc1cc(C)nc(SCc2nnc(SCC(=O)Nc3nccs3)n2C)n1	4	1	3	1.6	-3	6	8	-4	-4	95
17	O=C(Nc1cccnc1Cl)c1cc2c(s1)-c1ccccc1OC2	-4	1	-5	4.3	-1	0	-7	3	11	94
18	COCCNC(=S)N(CCCO)Cc1cc2cc3c(cc2[nH]c1=O)OCO3	5	-1	1	-0.3	-6	9	1	-19	6	103
19	CC1(c2ccccc2)NC(=O)N(CC(=O)Nc2ccc(N3CCOCC3)cc2N2CCOCC2)C1=O (stereo not given)	-3	2	1	-4.1	-1	-3	-15	-12	2	96
20	O=C(c1n[nH]c(=O)c2ccccc12)N1CCN(S(=O)(=O)c2ccccc2Cl)CC1	15	-6	2	0.1	0	15	5	-4	5	97
21	CC1(C)Cc2c(sc3nc4n(c(=N)c23)CCC4)CO1	1	0	1	1.7	-5	-5	-1	-8	12	103
22	C[C@H](NC(=O)c1nc[nH]c1C(=O)NC1CCNCC1)C(=O)OC(C)(C)C	1	3	-3	0.1	-2	-2	-32	-3	4	90
23	CC(C)SCC(=O)Nc1ncc2c(n1)-c1ccccc1CC2	-8	1	5	2.5	-6	-7	1	-6	17	105
24	CCOC(=O)Cn1cc(C(=O)C2CC2)c2ccccc21	2	2	-1	-1.2	-2	2	-7	-6	2	91
25	CCc1ccc(NC(=O)c2noc(C(C)C)c2[N+](=O)[O-])cc1	6	-1	-4	2.2	2	-4	-19	0	0	104
26	CCOc1cc(/C=C2\C(=N)N3N=C(C)SC3=NC2=O)ccc1OCCOc1cccc(OC)c1	3	1	-4	-2.1	4	-6	9	-2	-2	98
27	COC(=O)Nc1ccc([N+](=O)[O-])cc1OC	-4	2	-3	-2.4	-1	6	-25	-11	1	102
28	CCc1ccccc1NC(=O)CSc1ncn[nH]1	-4	0	0	-1.5	5	2	-6	8	11	91
29	CSc1ccc(-c2nc(CSCC(=O)N3CCOCC3)c(C)o2)cc1	-2	2	-6	-0.5	-4	-8	1	3	5	99
30	O=C1NC[C@H](Cc2ccc(O)cc2)N(C[C@H]2CCCN2C[C@H](Cc2ccc(O)cc2)N2C[C@H](Cc3ccc(O)cc3)N(CCc3ccccc3)C(=O)C2=O)C1=O	7	5	2	x	x	5	7	-2	x	105
31	CCOC(=O)c1sc(NC(=O)CCN2CCCCCC2)c(C(=O)OCC)c1C	8	-1	-3	-1.0	11	-9	-13	2	7	103
32	COc1cc(C(=O)Nc2nnc(CC(=O)NCc3ccccc3)s2)cc(OC)c1OC	8	x	0	-2.2	-4	6	28	-17	-5	103
33	O=C(c1ccco1)N1CCC(N2CCN(c3ccccc3)CC2)CC1	3	-3	9	-1.3	x	0	2	-12	1	91
34	COc1ccc(NC(=O)C23CCC(C)(C(=O)O2)C3(C)C)cc1 (stereo not given)	-2	2	0	-0.8	8	-3	-3	7	6	94
35	O=C(COC(=O)c1ccccc1C(=O)c1ccc(Cl)cc1)NCCc1ccccc1	-1	-1	-8	2.9	0	3	17	6	9	97
36	COc1cc(C(c2c(C)[nH][nH]c2=O)c2c(C)[nH][nH]c2=O)ccc1OCc1ccc([N+](=O)[O-])cc1	11	-3	3	-0.2	8	7	-29	5	7	91
37	CCCOc1ccc(F)cc1-c1cc(C(=O)Nc2cc(OC)ccc2OC)[nH]n1	2	-1	-1	16*	x	-4	-16	-5	5	98
38	CCOC(=O)N1CCN(c2c(NCCOC)c(=O)c2=O)CC1	12	1	3	0.0	-6	5	-7	-3	7	98
39	COc1cccc(NC(=O)C(NCCC(C)C)c2ccccc2)c1 (stereo not given)	-6	-1	4	-1.5	4	-7	-13	3	5	99
40	COc1ccc(C(C)=O)cc1COC(=O)c1cc(=O)c2ccccc2o1	7	0	-3	0.8	-1	8	-8	-7	2	99
41	Cc1ccc(S(=O)(=O)NC(=O)C2(C)CCN2C(=O)CC2CCCCC2)nc1 (stereo not given)	2	3	-1	-2.1	x	4	5	-7	-1	97
42	Cc1ccc2c(c1)N(CC(=O)N1CCN(C3CCCCC3)CC1)C(=O)CO2	6	2	-4	-2.1	1	0	-22	-6	8	100
43	O=S(=O)(Nc1nc2ccccc2s1)c1ccc(Cl)nc1	-6	2	4	2.9	4	-6	-16	1	0	102
44	CCOc1ccc(Cl)cc1-c1cc(C(=O)NCc2cccs2)[nH]n1	3	1	-6	1.3	x	-7	2	5	6	99
45	CC(=O)Nc1ccc(NC(=O)C(C)OC(=O)CCc2nc3ccccc3s2)cc1 (stereo not given)	-3	0	-4	-2.7	10	-6	-43	3	-7	96
46	Cc1ccc(C)n1-c1ccc(C(=O)Nc2ccccc2F)cc1	0	3	-4	-1.9	2	-2	-12	3	3	98
47	COc1ccc(C2CC(=O)C(C=NCCN3CCN(C(=S)Nc4ccccc4)CC3)=C(O)C2)cc1OC (stereo not given)	-4	0	10	1.6	x	-2	5	4	21	101
48	CC1CCN(S(=O)(=O)c2ccc(NC(=O)[C@@H]3CCCC[C@@H]3C(=O)O)cc2)CC1	6	2	3	-1.4	-1	-2	-13	-6	1	96
49	Cc1ccc(CNC(=O)C(=O)NCC2OCCN2C(=O)c2ccc3c(c2)OCO3)cc1 (stereo not given)	-6	1	-1	-2.0	2	2	10	-2	-3	93
50	Cc1noc(C)c1CSc1nnc2n(-c3ccccc3)c(=O)c3ccccc3n12	-1	-1	2	-2.5	5	3	-3	-1	-9	95
51	COc1ccccc1C(=O)Nc1ccc(S(=O)(=O)N2CCCCC2c2cccnc2)cc1 (stereo not given)	-1	1	-3	-1.6	-7	-2	20	-4	8	92
52	COc1ccc(C(=O)CSc2nnc(-c3cc4ccccc4cc3O)n2Cc2ccco2)cc1	1	33*	-5	-0.5	1	0	-6	4	-1	90
53	COc1ccc(N(CC(=O)Nc2ccc(C)c(F)c2)S(=O)(=O)c2c(C)noc2C)cc1	0	-4	-2	0.4	-1	-16	17	-11	7	104
54	Cc1cc(OC(C)C(=O)NCCCN2CCOCC2)c2c(C)cc(=O)oc2c1 (stereo not given)	-7	0	4	-0.1	5	-1	7	-12	6	104
55	O=C(CSc1nnnn1C1CCCCC1)Nc1nc2c(s1)CCCC2	2	4	5	5.5	-9	-9	-6	-8	-4	94
56	CCOC(=O)c1cnc2c(C)cc(C)cc2c1NCCCN1CCOCC1	12	29*	-3	0.7	-8	2	-35	-5	-4	96
57	O=C(/C=C/c1ccccc1[N+](=O)[O-])NCCCn1ccnc1	-2	-1	-2	0.1	-4	3	0	1	27	95
58	CCN(CC)CCn1c(=N)n(CC(O)COc2ccccc2)c2ccccc21 (stereo not given)	0	-2	6	0.6	-2	2	-26	15	13	99
59	CC(=O)c1ccc(NC(=O)C2C3C=CC(C3=C(c3ccccc3)c3ccccc3)C2C(=O)O)cc1 (stereo not given)	8	-2	-1	-0.6	6	1	21	-2	2	92
60	CCc1ccc([C@@H]2C[C@H]3[C@@H](CN2S(=O)(=O)c2ccc(C)cc2)C(=O)C[C@@H](c2cccc(Cl)c2)N3S(=O)(=O)c2ccc(C)cc2)cc1	-3	-11	-4	-0.2	-4	-16	-8	-8	8	98

Next structures follow.
No.	Molecule	ABHD5-PLIN5 inh	N-glyco inh	HTR2A ag	MC4R barr agon	TLR9-MyD88 inh	Cardio protect	NCOA2 inhibitor	NOD2 RIPK2 PPI	MC4R antagonist	ABCB6 inh MLPCN
61	O=C1c2cccc(OCC(=O)N3CCCc4ccccc43)c2CCN1Cc1ccccc1	2	1	0	-0.5	6	-2	14	-4	2	95
62	O=C(NC(=S)Nc1cc(S(=O)(=O)N2CCOCC2)ccc1N1CCOCC1)c1ccco1	-13	-2	-8	-3.7	7	10	-12	-7	37*	97
63	Cc1ccccc1-c1nc(Cc2ccc(Cl)cc2)no1	-8	1	0	3.4	8	-6	-17	5	-1	97
64	CC(=O)Nc1ccc(S(=O)(=O)NCc2nc(-c3ccccc3Cl)no2)cc1	3	-1	-1	-0.6	3	0	-9	2	5	100
65	CN(C)S(=O)(=O)c1ccc(C(=O)Nc2ccc(Cl)cc2)cc1	1	-2	3	-0.5	8	-5	4	10	8	97
66	CN(c1ccc([N+](=O)[O-])cc1)c1cc2c(c3c1ccn3C)C1CCC2C1 (stereo not given)	-9	0	1	x	x	-5	-6	-10	x	86
67	Cc1n(C)c2cc(Cl)ccc2[n+]1Cc1ccccc1	-4	1	1	0.2	-3	7	-13	6	-2	107
68	Cc1cccnc1C(c1ccc(F)cc1)N(C)C(=O)C1CCN(CCCOc2ccc(F)cc2)CC1 (stereo not given)	6	-2	-6	-0.6	x	-4	-11	1	-2	89
